USP2a block: USP2a (human) protease inhibition; O75604; USP2 core, Ub-CHOP2 coupled fluorogenic reporter, 485/531; Potency, µM (highest dose often 38.3 µM), without a hit: top-dose activity change, negative = inhibition, most hits filed as inhibitors; actives 0.01% (n = 330,000); AID 463254;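 note: potency is the fitted concentration of half-maximal effect; plate controls were DMSO wells for no effect and full inhibition by NEM control for full effect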
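Deubiquitinase activity read as fluorescence (485/531 nm) after Ub-CHOP2 cleavage activates the enterokinase reporter on its substrate; USP2 core 10nM, Ub-CHOP2 and substrate 25nM each, 30min compound preincubation then 60min RT; data normalized to NEM, curves fitted.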
S-ASM inh: blocks human secretory acid sphingomyelinase; P17405; placental ASM, HMU-PC fluorogenic substrate, 60 min; Potency, µM (doses to about 57.5 µM), for inactives: at the highest dose activity change, negative = inhibition, hits mostly inhibitors; actives 0.006% (n = 340,000); note: potency is the fitted concentration of half-maximal effect
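Fluorescence read-out (Ex 386 nm, Em 447 nm) after stopping the reaction at pH 10. Enzyme: ASM from human placenta; substrate HMU-PC0, 9 uM final; 60 min, 37 °C. Compound preincubation 10 min, ambient temperature.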
a7 integrin act: activators of alpha7 integrin expression for muscular dystrophy. alpha7betagal myoblasts, beta-gal FDG fluorescence, 48 h. Potency, µM (titrated, usually from 38.3 µM), for the others: at the highest dose activation, hits mostly activators. actives 0.064% (n = 350,000). AID 624291;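 note: potency is the fitted concentration of half-maximal effect; 100% = response of the positive control SU9516; nearly all actives have a fitted effect of over 60% in size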
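Alpha7betagal+/- myoblasts (passage 13) were plated 16-24 hr, then exposed to compounds (1:260 dilution of DMSO stock) for 48 hours at 37C. After MPER lysis, β-galactosidase reporter activity was read as FDG fluorescence (ex 480/em 540) after 30 minutes.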
TSG101-PTAP inh: blocks PTAP/TSG101 interaction to inhibit HIV-1 budding | Q99816 | Fluorescence polarization, FITC-PTAP peptide / Tsg101 binding | Potency, µM (titrated, usually from 115 µM), for the others: at the top dose activity change, negative = inhibition, hits mostly inhibitors | 340,000 tested, under 10 active | AID 493005; active = well fitted inhibition curve with a large enough effect in the main read-out, with a control signal flat, not every such curve was filed as active; inconclusive = small, poorly fitted or top-dose-only effect, or effect the other way, or a change in a side signal; inactive = no such curve, though single readings can be large or run the other way; note: potency is the fitted concentration of half-maximal effect; % of control where 0% means no effect
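Fluorescence polarization binding of Tsg101 binding domain (10 uM final) to FITC-labeled PTAP peptide (50 nM final) in HEPES pH 7.5 buffer with NaCl, Tween 20, EDTA, TCEP. Compounds added before peptide; binding 20 min at RT.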
uPA surface inh: inhibitors of cell surface uPA generation | cell surface uPA generation assay, qHTS | Potency, µM (highest dose often 38.3 µM), for inactives: top-dose activity change, negative = inhibition, actives largely listed as inhibitors | actives 0.31% (n = 330,000); active = well fitted inhibition curve with a large enough effect; inconclusive = small, poorly fitted or top-dose-only effect; inactive = no such curve, though single readings can be large or run the other way; tested in mouse RAW 264.7 cells; note: potency is the fitted concentration of half-maximal effect; % is set by controls: 0 for no effect and ±100 for the full control effect; nearly all actives have a fitted effect of over 55% in size
BRCA1 expr up: BRCA1 expression activation; AID 624202; Potency, µM (series often up to 46.1 µM), without a hit: at the highest dose activation, actives largely listed as activators; MCF7-BRCA1-FFLuc reporter, luminescence, 48 h; response scale: scaled: vehicle 0%, 10 µM genistein 100%; actives 1.1% (n = 380,000); note: potency is the fitted concentration of half-maximal effect; nearly all actives have a fitted effect of over 80% in size; some results filed as inactive show a strong effect at the top dose
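Luminescence from a BRCA1-driven firefly luciferase in MCF7 cells was read after 48 h compound exposure at 37 C. Data normalized against DMSO and a 10microM genistein activation control, then curve-fitted across the titration.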
B2AR arrestin: recruits beta-arrestin to the human beta2-adrenergic receptor. Potency, µM (series often up to 46.1 µM), for inactives: at the highest dose activation, hits mostly activators. AID 492947. actives 0.02% (n = 330,000). beta-arrestin recruitment to beta2AR, cell-based reporter. P07550;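 note: potency is the fitted concentration of half-maximal effect; 0% = DMSO controls and full agonism = EC100 isoproterenol or metaproterenol; nearly all actives have a fitted effect of over 65% in size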
p53 reactivation: mutant p53 re-activation in reporter cells | Potency, µM (doses to about 92.2 µM), for inactives: at the highest dose activity change, positive = activation, actives largely listed as activators | AID 504706 | H1299 p53-A138V BP100-luciferase reporter, luminescence, 24 h | actives 0.063% (n = 320,000); note: potency is the fitted concentration of half-maximal effect; % of control where 0% means no effect; nearly all actives have a fitted effect of over 45% in size
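H1299 (p53-null), stable ts p53-A138V + BP100-Luc; 1000 cells/well, Opti-MEM/10% FBS; cpd 4 pt, 1:5; 24 h, 37 deg C, 5% CO2; detection reagent 10 min RT; luminescence.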
ELG1 genotox: induces genotoxicity in HEK293T cells with luciferase-tagged ELG1; HEK293T ELG1-luciferase reporter, luminescence, 16 h; Potency, µM (doses to about 46 µM), inactives show top-dose activity change, positive = activation, usual class: activators; actives 1.3% (n = 330,000); note: potency is the fitted concentration of half-maximal effect; % of control where 0% means no effect; nearly all actives have a fitted effect of over 60% in size
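Quantitative HTS format in 1536-well plates. HEK293T ELG1-luciferase reporter cells receive test compound and are incubated 16 hr at 37 °C, 5% CO2; ONE-Glo added, 30 min room temperature, then luminescence read.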
TRPV1 agonist: human TRPV1 agonism; TRPV1-expressing cells, Fluo-8 calcium influx, agonist mode; activation, % at 8.33 µM; actives 0.19% (n = 320,000); AID 540275; in the data active = activation above about 80%; inconclusive = between about 30% and that limit; note: 0% is about no effect
Target sequence (Q8NER1 whole entry, looked up): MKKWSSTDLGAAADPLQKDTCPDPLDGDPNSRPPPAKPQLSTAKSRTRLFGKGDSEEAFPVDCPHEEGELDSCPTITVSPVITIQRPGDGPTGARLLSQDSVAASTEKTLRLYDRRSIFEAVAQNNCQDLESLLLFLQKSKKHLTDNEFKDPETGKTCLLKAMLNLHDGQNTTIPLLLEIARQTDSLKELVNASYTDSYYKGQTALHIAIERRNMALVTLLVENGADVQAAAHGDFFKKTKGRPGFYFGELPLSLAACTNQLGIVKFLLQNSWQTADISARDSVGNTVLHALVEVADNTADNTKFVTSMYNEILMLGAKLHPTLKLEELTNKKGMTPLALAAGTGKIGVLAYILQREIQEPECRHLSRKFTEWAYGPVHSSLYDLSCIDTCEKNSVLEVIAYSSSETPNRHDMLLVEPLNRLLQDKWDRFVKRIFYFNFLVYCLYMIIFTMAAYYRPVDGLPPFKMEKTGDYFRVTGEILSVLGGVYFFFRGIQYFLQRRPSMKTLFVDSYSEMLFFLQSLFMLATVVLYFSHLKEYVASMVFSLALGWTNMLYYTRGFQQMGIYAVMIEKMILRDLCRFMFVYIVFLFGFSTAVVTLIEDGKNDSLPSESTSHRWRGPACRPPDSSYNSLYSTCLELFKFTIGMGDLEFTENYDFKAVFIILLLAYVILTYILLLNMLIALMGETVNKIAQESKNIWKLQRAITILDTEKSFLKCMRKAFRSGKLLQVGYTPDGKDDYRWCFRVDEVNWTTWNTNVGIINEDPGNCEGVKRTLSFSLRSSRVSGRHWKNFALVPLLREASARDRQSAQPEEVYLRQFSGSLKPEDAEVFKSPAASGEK
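TRPV1-expressing cells were cultured overnight at 35.5C and loaded with Fluo-8 calcium dye for 40 to 90 min at room temperature. After a 10 s baseline, compound was added and calcium influx was read kinetically for 3 min (ex 480/em 520 nm).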
Eya2 phos inh: inhibitors of human Eya2 phosphatase activity. Potency, µM (series often up to 76.9 µM), for the others: top-dose activity, negative = inhibition, most hits filed as inhibitors. O00167. actives 0.006% (n = 330,000). recombinant Eya2, OMFP fluorescence dephosphorylation (OMFP is methylfluorescein phosphate); note: potency is the fitted concentration of half-maximal effect; % is set by controls: 0 for no effect and ±100 for the full control effect
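Eya2 (0.2 uM) preincubated 10 min at ambient with compound, then OMFP substrate added at 50 uM; 10 min reaction in 50 mM HEPES pH 7.5, 50 mM NaCl, 5 uM MgCl2, 0.05% BSA, 1 mM DTT. Fluorescence read at Ex 485/Em 525 nm.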
* marks the source's active call; other numbers are inactive results; i = inactive; ? = inconclusive; . = not tested or not shown; [ ] = dose if it differs, or a comment. Unless noted, calls come from the whole dose curve; as a rule, active = well fitted curve in the direction sought with a large enough effect; inconclusive = small, poorly fitted or top-dose-only effect, or another doubt; inactive = no such curve, though single readings can be large; an effect the other way counts as inactive or inconclusive. No enrichment for hits; overall some 2.6% were active at least once.

smiles,S-ASM inh,uPA surface inh,ELG1 genotox,USP2a block,B2AR arrestin,BRCA1 expr up,TRPV1 agonist,Eya2 phos inh,TSG101-PTAP inh,p53 reactivation,a7 integrin act
CN(Cc1nc2ccccc2[nH]1)C(=O)C1CCC(=O)N(C2CCCC2)C1 (centres undefined),3%,1%,3%,2%,-0.5%,-9%,-3,-4%,.,24%,16%
CC(C)CNC(=O)CSc1nnc(-c2ccccn2)n1Cc1ccccc1,0%,1%,1%,-2%,-0.2%,-6%,1,4%,0%,-1%,1%
COc1ccc(CC(=O)NNC(=O)COc2ccc(F)cc2)cc1S(=O)(=O)N1CCOCC1,7%,0%,-1%,1%,3.1%,1%,.,-2%,-6%,-9%,-3%
O=C(CCC(=O)Nc1cccc(C(F)(F)F)c1)NCC1CCCO1 (centres undefined),2%,3%,-5%,-1%,-0.4%,-9%,-8,-7%,-3%,.,2%
CCCCOC(=O)C1=C(C)NC(=O)NC1c1ccc([N+](=O)[O-])s1 (centres undefined),2%,-4%,-4%,-2%,-0.1%,1%,-2,-4%,0%,-6%,8%
COCCn1c(SCC#N)nnc1-c1ccc([N+](=O)[O-])cc1,3%,1%,1%,1%,0.0%,9%,-4,1%,-4%,0%,-29%
CCOC(=O)CC1ON(C)C(=O)N1c1ccc(Cl)cc1Cl (centres undefined),-1%,-7%,.,.,.,-8%,?,.,-4%,.,-6%
CC(=O)Nc1cc(NC(C)=O)cc(-c2nc3ccccc3[nH]2)c1,4%,2%,3%,5%,-0.2%,-9%,-2,-10%,1%,-4%,-12%

More results follow.
smiles,S-ASM inh,uPA surface inh,ELG1 genotox,USP2a block,B2AR arrestin,BRCA1 expr up,TRPV1 agonist,Eya2 phos inh,TSG101-PTAP inh,p53 reactivation,a7 integrin act
C/C(O)=C/c1nc2ccccc2[nH]c1=O,32%[activator],1%,3%,3%,1.2%,-19%,-8,-18%,-1%,-10%,-7%
COc1ccc(-c2ccc(SCC(=O)NC3CCCC3)nn2)cc1OC,-2%,-6%,18%,1%,-1.4%,17%,0,-4%,2%,6%,-3%
Cc1ccc(-c2nnc(-c3ccc(Br)cc3)o2)o1,0%,.,?,3%,-0.4%,3.2µM*,?,6%,-7%,?,1%
OC(CNc1ncnc2sccc12)c1ccccc1 (centres undefined),9%,-6%,8%,2%,-0.2%,75%,25,6%,-1%,?,-33%
O=C1/C(=C\c2cccc(O)c2)SC(=S)N1Cc1ccccc1,-27%,-14%,-2%,2%,0.5%,-16%,8,1%,-6%,?,-38%
O=C(NNC(=O)C1CCN(S(=O)(=O)c2ccccc2C(F)(F)F)CC1)c1ccccc1O,0%,-2%,1%,2%,-0.3%,-79%,-2,-23%,-4%,-10%,-15%
O=C(NCCCN1CCOCC1)c1cc(-c2ccc(Cl)cc2)on1,-3%,.,-3%,-1%,-0.6%,5%,7,2%,-3%,3%,-10%[7.66 µM]
CC(=O)Nc1cc(S(=O)(=O)Nc2ccccc2)c(C)cc1C,0%,-1%,-1%,1%,-1.4%,-2%,-1,3%,0%,0%,15%

Other compounds follow:
smiles,S-ASM inh,uPA surface inh,ELG1 genotox,USP2a block,B2AR arrestin,BRCA1 expr up,TRPV1 agonist,Eya2 phos inh,TSG101-PTAP inh,p53 reactivation,a7 integrin act
CCCCOn1c(C)c(C(C)=O)c2c3no[n+]([O-])c3ccc21,-6%,0%,-15%,-2%,0.3%,-25%,23,0%,1%,18%,15%
COc1cccc(CCNc2ccc(N3C(=O)CC(C)C3=O)cc2[N+](=O)[O-])c1 (centres undefined),-10%,1%,-10%,-7%,0.0%,-20%,-6,-4%,-5%,-3%,-14%
COc1cc2ccc(=O)oc2cc1O,i,-10%,3%,1%,-0.9%,-40%,13,8%,-6%,-1%,1%
COc1ccc(NC(C)=O)cc1NC(C)C(=O)Nc1ccc(F)cc1 (centres undefined),0%,0%,2%,7%,-0.3%,-3%,-3,5%,-1%,-2%,21%
CC1CCN(C(=O)CSc2nc3c(c(=O)n(C)c(=O)n3C)n2C)CC1,3%,1%,-11%,1%,0.5%,-1%,-1,4%,0%,-5%,4%
Cc1ccc(S(=O)(=O)N/N=C\c2cc3c(cc2[N+](=O)[O-])OCO3)cc1,-3%,-5%,?,0%,-0.2%,-3%,-5,1%,-5%,-9%,1%
CCOc1ccc(-n2c(SCC(=O)Nc3ccc(OC)cc3OC)nc3c(c2=O)SCC3)cc1,-1%,6%,0%,1%,0.2%,-25%,.,?,-6%,0%,20%
O=C(O)CCN=Cc1c(O)c2ccccc2oc1=O,3%,7%,-5%,0%,-0.1%,-32%,-1,3%,2%,-1%,-7%

Additional results follow:
smiles,S-ASM inh,uPA surface inh,ELG1 genotox,USP2a block,B2AR arrestin,BRCA1 expr up,TRPV1 agonist,Eya2 phos inh,TSG101-PTAP inh,p53 reactivation,a7 integrin act
CCOC(=O)C(=CNc1cc(C)ccc1[N+](=O)[O-])C(=O)OCC,4%,11%,-7%,1%,-0.6%,17%,23,-8%,-1%,1%,-21%
CCNC(=O)C(C)Oc1ccc(Cl)cc1Cl (centres undefined),3%,-5%,3%,5%,-0.2%,0%,16,?,-2%,5%,11%
CCOc1ccc(CSC2=NCCN2)cc1Cl,3%,-11%,-2%,0%,-0.2%,-65%,-1,1%,-9%,16%,-9%
Cc1c(NC(=O)c2cccnc2C(=O)O)cccc1C(=O)O,3%,5%,0%,0%,-1.0%,4%,-2,2%,-3%,20%,8%
Cc1cc(NC(=O)C(Cl)c2ccccc2)no1 (centres undefined),1%,-6%,0%,0%,0.0%,-20%,0,5%,0%,-113%[inhibitor],-27%
CSCCC(NC(=O)c1ccccc1Br)C(=O)NNC(=O)C1COc2ccccc2O1 (centres undefined),-2%,-11%,.,.,.,-2%,.,.,-3%,.,24%
CCOC(=O)C1C2C=CC3(CN(C4CCCC4)C(=O)C13)O2 (centres undefined),6%,1%,5%,2%,-0.3%,6%,-1,4%,-7%,-6%,25%
O=C(NC1CCCCCC1)C1Cc2ccccc2CN1C(=O)c1ccco1 (centres undefined),1%,-4%,1%,0%,0.1%,0%,9,-25%,1%,4%,-24%

The list goes on:
smiles,S-ASM inh,uPA surface inh,ELG1 genotox,USP2a block,B2AR arrestin,BRCA1 expr up,TRPV1 agonist,Eya2 phos inh,TSG101-PTAP inh,p53 reactivation,a7 integrin act
COc1ccc(OC)c(Nc2cc(C)nc3nc(C)nn23)c1,3%,?,-7%,0%,-0.5%,-48%,-3,2%,-6%,-6%,-20%
Cc1ccc(S(=O)(=O)Nc2ccccc2)cc1[N+](=O)[O-],-1%,1%,.,.,.,-18%,.,.,-2%,.,6%
COC(=O)C1=C(C(=O)OC)[C@@H]2N(C)c3ccc(OC)cc3[C@@]23C[C@@H](C(=O)OC)N(C(=O)NC2CCCCC2)C3=N1,7%,-2%,.,.,.,7%,.,.,-4%,.,-12%
CC(=O)Nc1nnc(SCC(=O)N2CCCc3ccccc32)s1,2%,5%,4%,0%,-0.4%,-6%,-2,-11%,-9%,3%,-47%[inhibitor]
CCOc1ccccc1C1N(c2ccc(F)cc2)C(=O)C2CCCN21 (centres undefined),2%,3%,8%,-3%,0.4%,4%,4,3%,-3%,-9%,19%
OCCC1CN(Cc2ccccc2-c2ccco2)CCN1Cc1ccccc1 (centres undefined),5%,-1%,-1%,13%,0.9%,1%,6,9%,-3%,3%,12%
COc1ccc(NC(=S)N2CCN(C(c3ccccc3)c3ccccc3)CC2)cc1OC,-8%,-7%,-8%,1%,0.0%,-30%,27,7%,-5%,-5%,?
CN(Cc1ccccc1)C(=O)c1nc[nH]c1C(=O)N1CCc2ccccc2C1,-1%,8%,3%,-1%,0.0%,8%,-1,0%,.,0%,0%
Cc1ccccc1N(C(=O)c1ccco1)C(C(=O)NC1CCCC1)c1cccnc1 (centres undefined),0%,0%,0%,0%,-0.3%,-6%,1,-5%,-2%,-2%,-37%
CC1=NN(c2ccccc2)C(=O)/C1=C/c1cc2cc(C)ccc2nc1N1CCCCC1,.,.,10%,0%,-0.8%,.,14,12%,.,19%,.
Cc1cc(OC(=O)Cc2cccc3ccccc23)c([N+](=O)[O-])c(=O)[nH]1,1%,2%,-3%,1%,5.4%,-1%,-3,4%,0%,11%,5%

High-throughput results: PubChem, National Center for Advancing Translational Sciences (NCATS)
